# MOR-DOR ag – OPRM1-OPRD1 heterodimerization agonism; P35372+P41143; cells, luminescence; activation, % at 9.3 µM; 340,000 compounds, 0.3% hits; AID 504326; in the data active = activation above about 18%;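 also: 0% = vehicle-treated cells and 100% = reference agonist; values of inactives mirror those of a sister screen read the other way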
# MOR-DOR inv ag – inverse agonists of human mu-delta opioid receptor heterodimerization; AID 504357; inhibition, % at 9.3 µM; 340,000 compounds, 0.21% hits; cell-based MOR-DOR heterodimer luminescence, inverse agonism; P35372+P41143; in the data active = inhibition above about 22%, passing the limit was not always enough;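 also: 0% = cells with DMSO and 100% = wells without cells with DMSO; values of inactives mirror those of a sister screen read the other way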
# phage Ecoli inh – E. coli growth loss with phage present | inhibition, % at 11.9 µM | AID 651602 | 360,000 compounds, 0.26% hits | growth absorbance; in the data active = inhibition above about 11%
# HTR5A inv ctr – inverse agonist of human HTR5A in OPRM1-OPRD1 counter-screen; P47898; HTR5A cell line, luminescence, inverse agonism; inhibition, % at 9.3 µM; 340,000 compounds, 0.083% hits; AID 504634; in the data active = inhibition mostly above about 23%, no sharp cut-off; inactive = mostly below about 18%;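 also: 0% = cells with DMSO and 100% = no-cell wells with DMSO; some compounds called inactive have numbers as strong as hits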
# Target sequence (P47898 whole entry, looked up): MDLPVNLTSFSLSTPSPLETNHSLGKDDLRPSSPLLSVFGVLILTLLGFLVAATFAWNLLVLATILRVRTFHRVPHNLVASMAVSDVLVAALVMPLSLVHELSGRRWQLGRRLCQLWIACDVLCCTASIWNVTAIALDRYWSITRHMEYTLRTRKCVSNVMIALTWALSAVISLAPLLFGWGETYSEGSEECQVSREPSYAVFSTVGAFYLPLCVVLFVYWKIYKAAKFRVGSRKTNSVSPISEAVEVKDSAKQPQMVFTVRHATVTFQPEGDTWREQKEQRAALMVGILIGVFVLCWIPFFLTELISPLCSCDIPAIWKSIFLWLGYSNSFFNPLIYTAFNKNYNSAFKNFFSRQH
# AddAB inh – less growth of phage-infected E. coli with AddAB | 330,000 compounds, 0.29% hits | E. coli expressing H. pylori AddAB, absorbance growth | AID 435030 | inhibition, % at 11.9 µM; in the data active = inhibition above about 12%;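 also: 0% = vehicle wells of infected cells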
# PfHsp90 yeast 2 – inhibits growth of yeast expressing Plasmodium falciparum Hsp90; inhibition, % at 9.4 µM; 310,000 compounds, 0.32% hits; S. cerevisiae expressing PfHsp90, BacTiter-Glo ATP, 48 h; yeast lacking PDR1 and PDR3 efflux regulators;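 active = every replicate shows inhibition above about 80%, whatever the replicate mean, limit read from the data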;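 also: 0% = DMSO neutral controls and 100% = 20 µM radicicol positive controls; yeast relying on Plasmodium falciparum Hsp90 in place of its own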
# Ecoli viability – bacterial growth inhibition, counter-screen for AddAB inhibitors; inhibition, % at 11.9 µM; AID 449728; E. coli V3065 growth, OD600 absorbance, 18 h; 330,000 compounds, 0.27% hits;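 active = inhibition above the campaign's mean inhibition across all tested compounds plus 3 SD, cut at about 9.9% in these data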;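 also: uninfected addAB+ strain grown without phage in ampicillin broth; 0% = DMSO wells and 100% = ciprofloxacin 0.95 µg/ml wells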
# PKA-R1A activ – activates the PKA-R1A holoenzyme complex. P00514+P68181. PKA-R1A dissociation, Cy5-IP20 fluorescence polarization; scaled: DMSO 0%, 113 µM cGMP 100%. activation, % at 11.4 µM. 340,000 compounds, 0.083% hits. AID 504707;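 active = percent activation above the mean of all tested compounds plus 3 SD, cut at about 19% in these data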;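 also: higher means more PKAc released from R1A so a rise in polarization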
# Tat transport – inhibitors of E. coli Tat protein transport. E. coli MC4100 TorA-mCherry Tat export, fluorescence. inhibition, % at 10 µM. 340,000 compounds, 0.036% hits. AID 488895;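 active = mean replicate inhibition at least 50% and at least half of replicates individually reaching 50%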;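 also: exported cargo escapes ClpAP degradation while cytoplasmic cargo is degraded and loses fluorescence; 0% = median of neutral control wells and 100% = median of NaSCN control wells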
# PKA-R2B activ – activators of human PKA-R2B complex; P22694+P31323; PKA-R2B holoenzyme dissociation, Cy5-IP20 fluorescence polarization; R2B truncated from residue 108, S112A mutant; 0% DMSO only, 100% 113 µM cGMP; activation, % at 11.4 µM; 340,000 compounds, 0.079% hits;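 active = activation above a cutoff set at the mean over all compounds plus 3 SD, cut at about 18% in these data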;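 also: higher means more holoenzyme dissociation and a rise in polarization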
# Target sequence (P31323 whole entry, looked up, other chains not shown, the tested form may be a part): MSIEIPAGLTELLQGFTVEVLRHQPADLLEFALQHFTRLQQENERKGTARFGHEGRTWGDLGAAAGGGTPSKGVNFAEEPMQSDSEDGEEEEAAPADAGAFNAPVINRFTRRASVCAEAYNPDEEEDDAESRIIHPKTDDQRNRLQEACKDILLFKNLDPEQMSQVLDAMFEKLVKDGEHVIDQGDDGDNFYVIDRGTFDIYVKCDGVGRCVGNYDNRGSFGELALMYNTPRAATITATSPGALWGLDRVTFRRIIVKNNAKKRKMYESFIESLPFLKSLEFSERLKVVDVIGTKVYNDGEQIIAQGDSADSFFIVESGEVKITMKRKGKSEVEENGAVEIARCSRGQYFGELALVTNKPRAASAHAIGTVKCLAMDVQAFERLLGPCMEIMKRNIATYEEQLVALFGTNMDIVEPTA
# SUMO Mot1 rescue – SUMOylation pathway inhibition by Mot1-301 growth rescue; S. cerevisiae Mot1-301 growth rescue, ATP luminescence, 38.5C; percent above DMSO median, 100 means doubled; 320,000 compounds, 1% hits; AID 2716; growth rescue, % at 18.8 µM;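 active = every valid replicate shows activation above 250% relative to neutral control wells; inactive = the rest, any valid replicate at or below 250%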;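 also: OY570 slx delta 5 strain wells were the positive control but not used for scaling; some compounds called inactive have numbers as strong as hits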
# Active calls of the source: *; x = no result given.
SMILES,MOR-DOR ag,MOR-DOR inv ag,phage Ecoli inh,HTR5A inv ctr,AddAB inh,PfHsp90 yeast 2,Ecoli viability,PKA-R1A activ,Tat transport,PKA-R2B activ,SUMO Mot1 rescue
CC(C)CN(C(=O)CN1CCN(c2ccccc2F)CC1)c1c(N)n(CC(C)C)c(=O)[nH]c1=O,-2.4,12.5,1.8,-7.0,1.1,-13.4,-2.4,-0.5,-2.4,-3.9,104.3
CCn1cc(C(=O)N2CCCCC2)c(=O)c2cc(S(=O)(=O)N3CCC(C)CC3)ccc21,-3.5,17.1,2.0,-11.2,3.7,-16.9,-0.9,-6.4,-6.5,6.9,0.2
O=[N+]([O-])c1ccc2c(c1)nc1n2CCN(c2ccccc2)C1,x,x,2.1,x,-2.6,5.3,-0.8,-6.6,-3.5,-2.2,-13.2
CC(C)(C)NS(=O)(=O)c1ccc(Oc2ncc(C(F)(F)F)cc2Cl)cc1,8.3,-50.4,-0.4,0.5,3.1,-34.8,1.4,-1.1,8.4,9.6,7.0
O=C1CCc2cc(S(=O)(=O)NC(C(=O)NCc3cccnc3)c3ccccc3)ccc2N1 (stereo not given),-0.4,2.1,1.8,-12.3,3.9,7.1,-2.8,4.7,-3.9,-6.0,x
CC(=O)c1cccc(NC(=O)COC(=O)Cc2ccc(Cl)cc2)c1,-1.6,8.0,4.5,2.4,x,-2.5,x,-5.3,-0.7,2.2,x
O=C1N/C(=N/N=C/c2ccccc2)SC1(c1ccccc1)c1ccccc1,2.5,-15.3,1.4,2.2,1.8,1.9,-2.8,-2.3,4.9,2.8,-17.1
COc1ccccc1N(C)S(=O)(=O)c1ccc(C(=O)OCC(=O)N2CCCCCC2)cc1,-2.2,11.2,2.2,14.5,-2.0,-32.9,2.0,0.8,-0.5,2.0,-0.2
CN(C)/C=C(\C=O)c1c(Cl)cccc1Cl,-3.7,17.0,1.7,-7.2,5.4,-21.7,-0.9,-1.1,-2.3,-4.8,1.4
COc1ccc2c(c1OC)C(=O)OC2N1C(=O)CC[C@H]1C(=O)Nc1ccc(F)cc1F (stereo not given in full),-1.9,9.4,3.2,6.5,0.8,-8.4,-1.7,1.8,-2.8,-7.3,67.7
O=C(NCCc1ccccc1)Nc1ccc2c(c1)OCO2,-0.8,5.2,4.8,-11.4,0.8,-3.8,-1.4,-8.8,-0.3,2.9,1.1
O=C1CCc2cc(S(=O)(=O)NC(Cc3ccccc3)C(=O)N3CCN(c4ccccn4)CC3)ccc2N1 (stereo not given),0.5,-2.6,5.3,17.6,-0.2,-5.8,2.6,-0.6,13.1,3.3,x
CCN(CC)S(=O)(=O)c1ccc(OC)c(NC(=O)c2ccc3c(c2)OCO3)c1,-0.3,1.6,2.4,-5.2,4.3,-9.4,1.2,-8.0,-1.0,11.1,231.2
Cc1nc2ccccc2c(=O)n1NC(=O)C1CC1C (stereo not given),-1.3,6.5,1.9,9.8,5.9,19.6,2.1,-5.7,5.5,-2.2,13.7
O=C(CN1CCOCC1)N/N=C/C=C/c1ccccc1,-1.2,6.7,-1.2,-5.7,1.3,-6.1,0.6,-5.3,-3.6,1.9,-6.6
COc1ccc(/C=N\NC(=O)c2sccc2C)cc1Cn1nc(C)cc1C,-0.3,2.3,2.3,14.5,1.1,-8.8,1.9,-7.2,-6.8,-15.4,2.0
O=C(NCc1ccco1)c1cccc(S(=O)(=O)N2CCOCC2)c1,-3.9,20.2,4.8,-7.3,1.7,-31.3,1.0,-17.4,8.3,-7.3,-28.9
O=C(O)c1cccc(N=NN2CCOCC2)c1,x,x,3.1,x,0.9,4.6,-1.3,x,2.7,x,-6.4
COC(=O)c1ccc(Cn2nc(C)c(Br)c2C)cc1,-0.8,4.6,3.6,-13.9,3.0,-45.8,0.6,3.8,1.2,-6.0,-13.5
CCOc1ccccc1N(CC(=O)N(C)Cc1ccccc1)S(=O)(=O)c1ccccc1,-2.6,13.1,1.2,-8.7,0.4,0.1,0.2,-0.2,0.1,0.7,-0.8
Nc1nc(=S)[nH]c2c1C1(CCCC1)Cc1ccccc1-2,1.8,-9.7,1.6,-8.7,0.0,-12.2,-0.4,3.6,-2.4,3.2,138.8
CCC1(CC)NC(=O)N(CC(=O)OCC(=O)NC(=O)c2ccccc2)C1=O,-1.0,5.1,1.8,14.4,3.8,16.1,-1.7,-8.0,-3.2,6.2,662.9*
CCOc1ccccc1OCCCC(=O)Nc1cccc(S(=O)(=O)N2CCOCC2)c1,-1.0,4.0,1.7,-6.6,0.8,3.5,-1.4,-17.2,0.2,-10.1,8.6
CC(=O)Nc1ccc(NS(=O)(=O)c2ccc3[nH]c(=O)[nH]c3c2)cc1,0.1,-0.4,4.3,-3.6,2.3,1.8,3.7,-19.6,-7.1,-1.9,321.2
CC(=O)c1c(C)[nH]c(C(=O)N(C)CC(=O)Nc2ccc(Cl)c(C(F)(F)F)c2)c1C,-1.4,7.8,-0.5,-9.4,-0.2,22.6,-2.4,2.1,-6.8,-4.3,3.0
SMILES,MOR-DOR ag,MOR-DOR inv ag,phage Ecoli inh,HTR5A inv ctr,AddAB inh,PfHsp90 yeast 2,Ecoli viability,PKA-R1A activ,Tat transport,PKA-R2B activ,SUMO Mot1 rescue
O=C(NNc1ccccc1[N+](=O)[O-])Nc1cccc(Cl)c1,1.1,-5.8,2.3,6.9,1.0,-0.7,-0.2,-20.0,-5.8,-9.3,1.3
Cc1ccc(-c2nc3ccccc3[nH]2)cc1NC(=O)c1sc2cc(Cl)ccc2c1Cl,0.5,-2.6,-1.3,-8.5,5.0,-12.1,1.7,5.5,-4.9,0.6,-0.7
CCC(Sc1nc(-c2ccccc2)c(C#N)c(=O)[nH]1)C(=O)Nc1nnc(C)s1 (stereo not given),-1.9,11.2,0.8,-14.0,0.2,12.8,-0.6,0.2,4.9,1.6,12.7
CC(=O)c1ccc(-c2ccc(C(=O)NC3CC(C)(C)NC(C)(C)C3)o2)cc1,-0.8,5.0,1.8,4.0,1.2,x,1.5,-0.6,0.2,-11.5,0.5
COCCN1C(=O)c2ccc(C(=O)NCc3ccco3)cc2C1=O,-5.6,18.4,0.9,24.5,-1.5,-2.4,1.2,1.8,-10.8,-7.2,-13.1
CC1(C)CN=C(c2ccccc2)NC1,-3.3,16.2,1.9,16.1,x,9.3,x,-6.4,10.6,4.2,x
CCOC(=O)c1noc(C)c1C(=O)Nc1cccc(F)c1,0.4,-2.0,3.0,-37.7,1.9,-12.1,0.2,1.3,-1.1,-4.2,-1.6
COc1ccc(N2CC(NC(=O)N3CCc4ccccc43)CC2=O)cc1OC (stereo not given),-0.3,1.8,1.4,15.0,-1.0,6.8,-0.2,5.2,-2.7,1.0,-1.1
COC(=O)c1cc(Br)c(=O)n(-c2cccc(F)c2)c1,-0.9,5.2,4.2,-36.3,1.9,5.0,-1.9,-0.6,4.0,-1.1,2.9
O=S(=O)(NCCN1CCCC1)c1ccc(Cl)cc1,-1.8,7.8,1.2,9.9,1.3,-14.0,-2.1,-5.7,11.3,-2.2,45.8
COc1ccc(NC(=O)CCc2c(C)nc3nc(C)nn3c2C)cc1,-2.9,17.5,1.8,-13.4,0.4,23.2,-0.1,-7.9,-4.2,-2.2,-7.7
CN(C)S(=O)(=O)c1cccc(C(=O)Nc2ccc3c(c2)CCC3)c1,-0.6,3.5,9.1,7.2,7.8,5.7,-0.8,-2.5,-2.6,5.0,-11.1
Cc1cc(C)nc(N/N=C/C2=C(N3CCOCC3)C(=C\c3ccc(Cl)cc3)/CC2)n1,-1.2,6.2,0.9,5.4,0.1,-19.6,-3.0,-6.2,4.3,1.2,2.8
Cc1cc(C=C2C(=O)c3ccccc3C2=O)c(C)n1C,2.0,-10.2,2.6,18.3,2.7,-23.0,1.0,-7.3,0.3,-4.3,-29.1
Cc1nc(CNS(=O)(=O)c2ccccc2F)cs1,-1.3,7.3,1.4,2.8,0.7,11.9,0.1,-15.1,-1.7,7.1,-7.0
Cc1ccc(N(CC(O)Cn2nc(C)cc2C)S(=O)(=O)c2ccc3ccccc3c2)cc1 (stereo not given),1.6,-8.0,3.1,-20.7,2.9,16.2,0.1,-1.5,9.7,-9.9,-17.3
CN(C)S(=O)(=O)c1ccc(Cl)c(C(=O)NC2CCCCCCC2)c1,0.8,-4.5,1.2,-1.2,3.8,16.9,0.9,-7.5,-5.3,0.5,-10.1
Cc1ccc(C(=O)Nc2cc3[nH]c(=O)oc3cc2C)cc1,-1.9,8.6,0.6,21.0,0.3,-10.0,-1.6,-5.7,-7.6,9.3,303.0*
COCC(=O)N(Cc1cc2ccc(C)cc2[nH]c1=O)c1ccccc1C,-0.6,2.7,2.7,14.4,1.5,-3.5,-2.9,3.7,3.1,-5.6,-11.6
Cc1ccc2c(c1)[C@@H]1CN(C)CC[C@@H]1N2S(=O)(=O)c1ccc(F)cc1,x,x,3.2,x,2.4,-16.4,0.6,-4.0,26.3,-12.1,-2.1
O=C1CCC(C(=O)N(CCO)Cc2ccccc2)CN1CCCN1CCOCC1 (stereo not given),-3.0,16.5,3.1,-10.9,5.2,-15.1,0.9,1.4,-0.4,-6.1,384.9
Cc1cccc(NC(=O)CN2CCSc3ccccc32)c1,-3.5,18.2,5.1,5.8,-0.5,-17.5,2.3,-1.2,1.6,-9.3,x
CN(C1CCS(=O)(=O)C1)S(=O)(=O)c1ccc2ccccc2c1 (stereo not given),-2.1,10.1,2.5,-9.6,4.2,16.2,0.1,-3.5,3.9,1.0,-2.3
CCOC(=O)N1CCN(c2c(NCCCN3CCCC(C)C3)c(=O)c2=O)CC1 (stereo not given),-1.6,8.4,5.9,-33.9,2.1,-10.4,1.9,-11.2,7.7,-0.8,-11.3
Oc1cccc2cnccc12,-1.9,10.1,2.5,9.0,2.5,-1.8,-0.8,1.6,-7.2,7.3,34.2
O=C(c1ccc(F)cc1)N1CCOC(c2nc(-c3ccc(F)cc3)no2)C1 (stereo not given),0.2,-1.1,2.3,4.5,2.9,25.2,0.3,-0.1,-6.5,9.8,4.5
O=c1ccn(-c2cccc(C(F)(F)F)c2)nc1-c1ccn(-c2cccc(Cl)c2)n1,5.8,-33.3,0.9,-5.7,-0.8,-11.6,-0.4,3.4,-0.2,-9.6,-3.4
CN1CCc2ccccc2C1Cc1ccccc1NC(=O)c1sc2ccccc2c1Cl (stereo not given),0.1,-0.6,-1.8,5.2,2.6,4.5,2.8,-0.6,-4.4,-1.6,18.6
COc1ccccc1CN1CC(C(=O)N(C)Cc2nc(C)cs2)CCC1=O (stereo not given),-2.8,14.8,-1.5,2.8,2.1,4.2,-0.5,-5.6,-2.2,-6.0,x
COc1n[nH]c(C(=O)NCc2ccccc2)c1[N+](=O)[O-],-1.2,6.2,2.3,-24.9,1.8,-20.1,2.4,6.4,-4.8,-11.6,249.3

# Screens: PubChem BioAssay, several laboratories
